# D2 antagonist: antagonists of human D2 dopamine receptor; P14416; HEK293 TREx D2 cells, calcium flux, dopamine EC80; inhibition, % at 10 µM; hit rate 2% among 340,000; AID 485344; in the data active = inhibition above about 30%; note: 0% is about no effect
# Target sequence (P14416 whole entry, looked up): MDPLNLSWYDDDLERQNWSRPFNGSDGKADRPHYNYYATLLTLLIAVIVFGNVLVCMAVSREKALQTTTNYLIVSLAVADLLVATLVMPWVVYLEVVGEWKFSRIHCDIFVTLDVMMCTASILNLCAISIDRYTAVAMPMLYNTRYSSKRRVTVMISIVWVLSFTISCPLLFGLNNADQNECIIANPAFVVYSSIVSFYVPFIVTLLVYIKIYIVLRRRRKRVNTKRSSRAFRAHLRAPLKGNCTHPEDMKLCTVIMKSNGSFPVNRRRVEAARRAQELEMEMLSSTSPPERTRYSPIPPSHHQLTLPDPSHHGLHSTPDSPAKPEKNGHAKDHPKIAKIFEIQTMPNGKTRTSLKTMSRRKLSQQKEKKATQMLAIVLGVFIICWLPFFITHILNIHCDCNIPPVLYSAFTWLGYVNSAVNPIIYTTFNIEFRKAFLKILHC
#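 Tetracycline-induced HEK293 T-REx cells expressing D2 force-coupled to calcium signalling were dye-loaded, exposed to compound for 180 s, then challenged with an EC80 of dopamine; calcium flux was followed kinetically for a further 180 s.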
# RXFP1 antag: blocks the human relaxin receptor RXFP1. Q9HBX9. HEK293-RXFP1, relaxin-stimulated cAMP HTRF, 30 min; hits give low values. activity change, negative = inhibition, % at 57.5 µM. hit rate 0.59% among 350,000;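 active = activity change of -60% or lower, but not beyond a set lower limit; inconclusive = change between -60% and -40%, or beyond the set limit; inactive = change above -40%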; note: % is set by controls: 0 for no effect and ±100 for the full control effect
# TRHR PAM: TRH receptor (human) allosteric enhancement. TRHR cells, fluo-8 calcium fluorescence, EC20 TRH enhancement. P34981. hit rate 0.66% among 360,000. enhancement, % at 2 µM; in the data active = enhancement above about 30%; note: 0% is about no effect
#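 TRHR-expressing cells loaded with fluo-8 calcium dye were read kinetically (ex 480/em 530) during compound addition, then stimulated with an EC20 of TRH (10 nM final). Enhancement of the Gq-mediated intracellular calcium response was scored.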
# D1 ag: activates the human D1 dopamine receptor | HEK293 T-REx D1 cells, calcium flux, agonist mode | activation, % at 2 µM | hit rate 1% among 360,000; in the data active = activation above about 30%; note: 0% is about no effect
# Target sequence (P21728 whole entry, looked up): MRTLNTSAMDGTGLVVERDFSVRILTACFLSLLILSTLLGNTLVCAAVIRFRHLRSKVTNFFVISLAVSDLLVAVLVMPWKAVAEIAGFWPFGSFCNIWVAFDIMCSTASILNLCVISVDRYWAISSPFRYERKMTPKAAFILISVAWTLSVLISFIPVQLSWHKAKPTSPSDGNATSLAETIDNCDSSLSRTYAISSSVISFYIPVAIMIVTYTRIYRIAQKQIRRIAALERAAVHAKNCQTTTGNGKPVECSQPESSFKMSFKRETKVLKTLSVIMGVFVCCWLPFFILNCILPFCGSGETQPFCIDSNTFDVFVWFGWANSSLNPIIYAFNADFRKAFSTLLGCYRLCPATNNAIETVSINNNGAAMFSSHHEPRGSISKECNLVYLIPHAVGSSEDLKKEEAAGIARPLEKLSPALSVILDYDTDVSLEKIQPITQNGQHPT
#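 Tetracycline-induced HEK293 TREx D1 cells, force-coupled to calcium signalling, were dye-loaded with a no-wash calcium kit. Compound was pin-added after a 10 s baseline. Fluorescence was read kinetically at 1 cycle/s for 180 s, with calcium rises flagged as agonism.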
# D1 antagonist: antagonists of human D1 dopamine receptor. P21728. HEK293 TREx D1 cells, calcium flux, dopamine EC80; hits give low values. activity change, negative = inhibition, % at 10 µM. hit rate 3.2% among 360,000; in the data active = activity change below about -30%; note: % is set by controls: 0 for no effect and ±100 for the full control effect
#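 Tetracycline-induced HEK293 T-REx cells with force-coupled D1 receptor were loaded with a no-wash calcium dye. Compound was added after a 10 s baseline and read kinetically for 180 s; EC80 dopamine was then added and calcium flux followed another 180 s.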
# D2 PAM: D2 dopamine receptor (human) potentiation. HEK293 T-REx D2, calcium flux, EC20 dopamine potentiation. potentiation, % at 10 µM. hit rate 0.34% among 340,000. P14416. AID 485347;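 active = potentiation over 3 SD above the plate norm, cut at about 30% in these data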; note: 0% is about no effect
#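 Tetracycline-induced Hek293 Trex D2 cells, force-coupled to calcium, loaded with no-wash calcium dye. Compound added with 180 s kinetic read for agonism, then EC20 dopamine and a further 180 s read for potentiation.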
# D2 agonist: D2 dopamine receptor (human) agonism; P14416; HEK293 T-REx D2 cells, calcium flux agonist mode; activation, % at 2 µM; hit rate 0.53% among 340,000;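 active = activation over 3 SD above normal in the single-dose calcium agonist read, cut at about 30% in these data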; note: 0% is about no effect
#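 In this primary screen, compounds producing a positive calcium signal within 180 s of addition to tetracycline-induced, force-coupled HEK293 Trex D2 cells are flagged; cells are dye-loaded with a no-wash calcium kit beforehand.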
# RXFP1 agonist: RXFP1 (human) receptor agonism; Q9HBX9; HEK293T-RXFP1 cAMP TR-FRET, 30 min; response scale: percent of porcine relaxin response, buffer zero; Potency, µM (titrated, usually from 57.5 µM), for inactives: at the highest dose activation, actives largely listed as activators; hit rate 0.3% among 370,000; AID 2676; active = well fitted activation curve with a large enough effect; inconclusive = small, poorly fitted or top-dose-only effect; note: potency is the fitted concentration of half-maximal effect; % is set by controls: 0 for no effect and ±100 for the full control effect; nearly all actives have a fitted effect of over 60% in size; many of its hits are not listed in these tables
#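 cAMP rise read by TR-FRET after 30 min, 37C compound exposure (up to 58 uM) in RXFP1-transfected HEK293 cells with Ro 20174 present. EC50 from Hill-equation fits, with 29 nM porcine relaxin as 100% and buffer as basal.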
# D1 PAM: enhances dopamine response at the human D1 receptor | P21728 | HEK293 TREx D1 cells, calcium flux, dopamine EC20 potentiation | potentiation, % at 10 µM | hit rate 0.036% among 360,000; in the data active = potentiation above about 30%; note: 0% is about no effect
# An asterisk follows results filed as active; ? = inconclusive; · = not tested or not shown; & = joins results of further samples.
compound	D2 antagonist	RXFP1 antag	TRHR PAM	D1 ag	D1 antagonist	D2 PAM	D2 agonist	RXFP1 agonist	D1 PAM
COC(=O)c1cccc(NC(=S)Nc2cc(Cl)ccc2OC)c1	·	-5	-11	0	-8	·	·	0.0%	-6
COc1cccc(C(=O)NCC(=O)OCC(=O)c2ccccc2)c1	7	·	1	0	1	-2	-0.8	-0.4%	5
CCOc1ccc(CNC(=O)C(C)n2nc(C)c3c(C)n(-c4ccccc4)nc3c2=O)cc1 (configuration not stated)	-2	0	-9	-1	10	9	-0.9	2.6%	9
COc1cccc(NC(=O)CSC2=Nc3ccccc3N=C(c3ccc(F)cc3)C2)c1	·	·	-2	10	-4	-9	·	-1.3%	-3
O=C(O)CC(NC(=O)C12CC3CC(CC(C3)C1)C2)c1cccc([N+](=O)[O-])c1 (configuration not stated)	9	-17	2	-1	-27	5	0.1	-0.5%	4
Cc1ccc(NC(=O)Cn2c(=O)oc3ccccc32)c(C)c1	2	9	-1	2	-3	1	0.8	-0.2%	-4
COc1cc(F)cc(-c2ccc3c(c2)c(-c2cccs2)c(-c2cc(OC)cc(OC)c2)n3C)c1	4	·	-1	42*	·	18	11	2.2%	-6
C=C(C)CSc1nc2sc3c(c2c(=O)n1CCCC)CCCC3	·	-7	-1	0	0	-2	·	0.2%	5
CCOc1ccc(NC(=O)CN(C)C(=O)c2ccccc2OCc2cccc(C)c2)cc1OCC	-30	5	3	3	7	14	0.3	4.4%	6
Cc1cccc(NC(=O)CN2CCC(NC(=O)C3CCCCC3)CC2)c1C	2	-3	5	0	-2	5	-0.3	0.6%	-11
O=C(CN1C(=O)c2ccc([N+](=O)[O-])cc2C1=O)Nc1ccccc1N1CCCC1	-3	9	-7	0	2	2	0.0	-1.1%	-6
COc1ccc(C2CC(=O)N3CN(C4CCCCC4)CSC3=C2C#N)c(OC)c1 (configuration not stated)	·	0	-2	0	-15	-6	-0.2	4.4%	1
COc1ccc(C2C(C#N)=C(C)NC3=C2C(=O)CC(C)(C)C3)cc1 (configuration not stated)	13	-5	-3	-1	-7	-3	0.5	3.0%	-8
CCn1c(SCC(=O)Nc2ccc3c(c2)c2ccccc2n3CC)nnc1-c1cnccn1	2	-3	7	2	-25	-1	-0.1	-0.3%	-6
O=c1cc(CN2CCOCC2)c2ccc(O)c(O)c2o1	·	8	20	1	-11	·	·	-0.3%	6
COc1ccc2sc(-c3ccccc3OC)c(-c3ccc(OC)nc3)c2c1	-12	·	-4	-1	·	9	-0.4	6.1%	-1
Cc1cc2oc(=O)cc(CSc3nc(N)cc(N)n3)c2cc1C	18	-1	2	2	1	1	0.5	2.5%	-6
COC(=O)Nc1nnc(CC(=O)Nc2ccccc2C)s1	-21	5	2	-2	-1	-9	-0.1	0.9%	-2
O=C(CN(Cc1ccc(Cl)cc1)C(=O)c1csnn1)NCc1ccccc1	4	1	7	5	-2	1	0.7	-2.4%	·
CCOC(=O)Cc1csc(NC(=O)CSc2nnc(-c3ccncc3)o2)n1	-8	12	-5	4	4	1	0.0	15%	-4
Cc1ccc(C)c(C(=O)COC(=O)CCN2C(=O)C3C4CCC(C4)C3C2=O)c1 (configuration not stated)	-16	-9	-1	2	-45*	16	0.5	-0.2%	-7
O=c1c([N+](=O)[O-])c(NC2CCCCC2)c2ccccc2n1-c1ccccc1	-14	-30	-7	3	-26	-21	-0.7	-0.4%	-8
COc1ccc(N2CC(C(=O)OCC(=O)Nc3ccccc3C)CC2=O)cc1 (configuration not stated)	2	-11	-3	0	7	14	0.8	0.5%	-9
CCCNC(=O)CSc1nc(-c2ccc(OC)cc2)cc(C(F)(F)F)n1	·	-5	-5	0	-7	-8	0.8	?	2
COc1ccc(NC(=S)N2CCN(Cc3ccccc3)CC2)cc1	-7	-13	33*	9	2	2	0.1	3.8%	-6
COc1cccc(/C=C2\N=C(c3c(-c4ccccc4)noc3C)OC2=O)c1	27	-12	-4	6	-16	12	0.2	1.1%	2
N#Cc1c2c(c(NCCOCCO)n3c1nc1ccccc13)CCCC2	0	-29	-1	1	-4	5	-0.1	4.4%	-3
CCOc1cc(S(=O)(=O)N(Cc2ccccc2)Cc2ccccc2)c(OCC)cc1-n1cnnn1	1	-2	-1	4	7	8	0.6	4.1%	-5
CCOCCCN(C(=O)CCC(=O)Nc1cc(C)on1)C(C(=O)NC(C)(C)C)c1ccccc1Cl (configuration not stated)	-9	-3	-1	0	-18	·	-3.1	-3.1%	-7
O=C(Nc1ccccc1Oc1ccccc1)c1cccs1	21	-38	9	3	0	-19	-0.6	1.6%	-2
O=C(Nc1nc2ccccc2s1)c1ccc(S(=O)(=O)N2CCCC2)cc1	·	7	-1	0	-46*	-4	2.1	0.5%	0
O=Cc1cn(-c2ccccc2)nc1-c1ccccc1	-2	5	5	-1	11	3	0.8	0.4%	-2
O=C(COC(=O)/C=C/c1cccc(C(F)(F)F)c1)Nc1cccc2ccccc12	8	5	2	3	3	4	-0.2	-0.1%	10
COc1ccc(S(=O)(=O)N2CCC(C(=O)NCc3cccnc3)CC2)cc1Cl	-35	-5	-5	-1	7	5	-0.5	0.2%	4
CCCCC[C@H]1CN(CCCC)C(=O)[C@@H]1CC(=O)NCc1ccc(OC)cc1	5	·	-2	0	-8	4	1.3	-0.1%	-10
C=CCN1C(=O)C(Cc2ccc(OC)cc2)SC1=Nc1ccc(C(=O)O)cc1 (configuration not stated)	-1	·	10	0	19	4	0.8	-0.9%	-4
Cc1ccc(S(=O)(=O)NCCC(=O)Nc2nnc(C3CC3)s2)cc1C	-3	-17	-2	0	-3	-9	-0.1	0.1%	-4
CCCc1noc2c1/C(=N\O)CC(CC(C)SCC)C2 (configuration not stated)	7	-10	-2	4	-17	-7	-0.3	0.2%	-1
O=C(CSc1ncccn1)NCc1ccc(Cl)cc1	36*	-6	-4	1	14	-3	-0.4	4.0%	0
O=C(Nc1ccc2[nH]c(=S)sc2c1)Nc1ccccc1F	-9	-32	-6	0	-7	-3	1.1	0.3%	2
CCCCn1c(N)c(N(C(=O)CSc2nnnn2-c2ccccc2)C2CCCC2)c(=O)[nH]c1=O	-21	1	6	1	-21	12	0.4	1.6%	9
COc1ccc(C(=O)N/N=C/c2ccc(OC)c(COc3ccc(F)cc3F)c2)cc1	-4	-13	2	13	1	-10	-1.0	-2.9%	-8
Cc1ccc(-n2c(C)cc(C(=O)CSc3nncs3)c2C)cc1	-6	-15	8	-1	-20	1	0.5	0.7%	6
COc1ccc(Br)cc1C(=O)Nc1nnn(C)n1	-11	2	-5	0	0	2	-0.6	1.8%	5
O=[N+]([O-])c1ccc(/C=N/n2cn[nH]c2=S)cc1	10	-14	2	0	-3	9	-0.1	9.8%	-1
Cc1cc(C)c(NC(=O)CN(c2ccccc2)S(=O)(=O)N(C)C)c(C)c1	-4	-1	-4&5	-2&1	-4&2	9&2	0.5&0.1	3.5%&0.9%	-3&2
O=C(NCCS(=O)(=O)NCc1ccc(F)cc1)c1ccccc1	-3	-4	-2	-1	12	-11	0.0	1.1%	1
O=C(CC1C(=O)NCCN1Cc1ccc(F)cc1Cl)NC1CCCCCCC1 (configuration not stated)	4	-11	0	4	-10	7	1.9	0.1%	-3
CC(C)N1CCN(C(=O)c2ccc(NC(=O)c3ccc(Br)o3)cc2)CC1	-21	·	-5	3	5	10	-0.7	0.4%	-3
CCOC(=O)c1cc2ccc(OC(=O)c3ccco3)cc2oc1=O	6	8	5	0	12	19	0.3	3.9%	3

# (listing goes on)
compound	D2 antagonist	RXFP1 antag	TRHR PAM	D1 ag	D1 antagonist	D2 PAM	D2 agonist	RXFP1 agonist	D1 PAM
CCC(CC)C(=O)Nc1nnc(SCC(=O)NC(C)(C)C)s1	-10	6	-8	1	-2	-2	0.0	-0.6%	-2
CCOC(=O)C1=C(C)N=c2s/c(=C/c3cccc([N+](=O)[O-])c3O)c(=O)n2C1c1ccc(OC)cc1OC (configuration not stated)	-1	-1	0	1	-23	-3	-2.8	-0.5%	4
CCn1c(CNC(=O)c2ccccc2F)nnc1SCC(=O)NC1CCCCC1C (configuration not stated)	-2	1	13	0	5	0	0.0	0.9%	2
O=C(COc1ccc2c(C(F)(F)F)cc(=O)oc2c1)Nc1ccc2c(c1)OCCO2	4	-6	-8	1	·	0	-0.4	-2.1%	-3
COc1ccc(N2CCN(C(=O)C3CCN(Cc4nc(-c5ccc(Cl)cc5)oc4C)CC3)CC2)cc1	·	-8	5	4	10	0	1.5	-0.1%	-2
CN(CC(=O)Nc1cccc(F)c1)C(=O)c1cc(-c2cccs2)nn1-c1ccccc1	13	-34	-5	3	12	-9	-0.4	2.7%	-6
Cc1ccc(OCC(=O)Nc2c(C)ccc3nsnc23)cc1	-13	4	3	1	-1	-7	-0.9	0.0%	-1
O=C(Nc1ccc2c(c1)N(C1CCCC1)C(=O)c1ccccc1S2)c1ccccc1F	·	-17	-3	7	9	-4	-4.7	3.7%	-1
CC1CC(C(F)F)n2nc(C(=O)Nc3sc4c(c3C#N)CCC(C(C)(C)C)C4)nc2N1 (configuration not stated)	-5	1	7	-1	7	7	0.1	1.2%	-6
COc1cc(C(=O)N/N=C/c2sc(=O)n(-c3ccccc3)c2Cl)cc(OC)c1OC	7	1	-4	3	4	-9	-0.8	0.1%	-4
COc1ccc(/C=C/c2cc(-c3ccc(C)cc3)o[n+]2C)cc1	-6	-1	-4	4	-14	0	0.2	3.5%	0
O=C(NCc1ccccc1)N1CCC(CO)(Cc2cccc(F)c2)CC1	-8	9	0	0	-2	6	0.5	1.8%	-6
CCCOc1ccc(CNC(=O)Cc2cccs2)cc1	9	-7	16	0	-6	-3	-0.8	-1.0%	11
CC(=O)c1ccc(S(=O)(=O)N2CCN(C(=O)c3ccc(-n4cncn4)c([N+](=O)[O-])c3)CC2)cc1	-36	2	6	0	-50*	-15	0.1	-0.5%	-3
O=C(N/N=C/c1ccc(O)cc1)c1cc(C23CC4CC(CC(C4)C2)C3)[nH]n1	-15	-11	-3	3	10	3	-0.9	-1.0%	-2

# Two entries drawn at random from the list so far:
compound	D2 antagonist	RXFP1 antag	TRHR PAM	D1 ag	D1 antagonist	D2 PAM	D2 agonist	RXFP1 agonist	D1 PAM
O=C(NCc1ccccc1)N1CCC(CO)(Cc2cccc(F)c2)CC1	-8	9	0	0	-2	6	0.5	1.8%	-6
COc1ccc(/C=C/c2cc(-c3ccc(C)cc3)o[n+]2C)cc1	-6	-1	-4	4	-14	0	0.2	3.5%	0

# Compound activity from PubChem BioAssay.

# Not all compounds are listed. The share of hits here may be higher or lower than overall.
